USP2a inh: blocks human ubiquitin-specific protease USP2a | O75604 | USP2 core, Ub-CHOP2 coupled fluorogenic reporter, 485/531 | Potency, µM (highest dose often 38.3 µM), without a hit: at the highest dose activity change, negative = inhibition, usual class: inhibitors | hit rate 0.01% among 330,000;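 also: potency is read from the fitted curve at half-maximal effect; plate controls were DMSO wells for no effect and full inhibition by NEM control for full effect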
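USP2 core (10nM final) preincubated 30min RT with compound in 20mM Tris-HCl pH 8.0, 2mM CaCl2, 2mM beta-mercaptoethanol, 0.05% CHAPS; 25nM Ub-CHOP2 plus 25nM reporter substrate added, fluorescence (Ex485/Em531) read after 60min.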
Eya2 phos inh: Eya2 (human) phosphatase inhibition; Potency, µM (top dose mostly 76.9 µM), inactives show at the highest dose activity, negative = inhibition, most hits filed as inhibitors; hit rate 0.006% among 330,000; O00167; recombinant Eya2, OMFP fluorescence dephosphorylation (OMFP is methylfluorescein phosphate); also: potency is read from the fitted curve at half-maximal effect; % is scaled to controls: 0 for no effect and ±100 for the full control effect
Target sequence (O00167 whole entry, looked up): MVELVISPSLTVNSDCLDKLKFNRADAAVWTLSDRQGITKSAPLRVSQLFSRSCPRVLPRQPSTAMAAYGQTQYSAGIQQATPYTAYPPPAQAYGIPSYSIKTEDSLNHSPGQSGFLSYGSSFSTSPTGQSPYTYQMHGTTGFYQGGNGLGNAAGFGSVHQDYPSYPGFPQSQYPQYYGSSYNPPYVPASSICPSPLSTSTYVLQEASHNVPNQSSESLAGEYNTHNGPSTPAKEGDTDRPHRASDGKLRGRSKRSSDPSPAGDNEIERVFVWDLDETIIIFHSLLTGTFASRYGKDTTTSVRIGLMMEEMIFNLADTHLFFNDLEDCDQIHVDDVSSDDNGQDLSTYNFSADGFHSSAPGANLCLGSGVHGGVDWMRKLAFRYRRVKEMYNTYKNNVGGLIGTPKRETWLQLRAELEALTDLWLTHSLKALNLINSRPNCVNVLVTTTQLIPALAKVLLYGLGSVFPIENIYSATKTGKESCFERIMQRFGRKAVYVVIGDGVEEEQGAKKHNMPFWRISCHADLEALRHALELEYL
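Eya2 protein (added as 0.2 uM solution) was preincubated with compound for 10 min at ambient temperature in 50 mM HEPES pH 7.5, 50 mM NaCl, 5 uM MgCl2, 0.05% BSA, 1 mM DTT. OMFP (added at 50 uM) then reacted 10 min; fluorescence read at 485/525 nm.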
BRCA1 expr up: activators of BRCA1 expression. Potency, µM (titrated, usually from 46.1 µM), for inactives: top-dose activation, hits mostly activators. hit rate 1.1% among 380,000. MCF7-BRCA1-FFLuc reporter, luminescence, 48 h; response scale: scaled: vehicle 0%, 10 µM genistein 100%; also: potency is read from the fitted curve at half-maximal effect; nearly all actives have a fitted effect of over 80% in size; some results filed as inactive show a strong effect at the top dose
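Luminescence from a BRCA1-driven firefly luciferase in MCF7 cells was the read-out, taken 15 min after substrate addition following 48 h compound exposure at 37 °C. Data were normalized to a 10 microM genistein control and DMSO vehicle.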
Integrin act MD: activators of alpha7 integrin expression for muscular dystrophy; alpha7betagal myoblasts, beta-gal FDG fluorescence, 48 h; Potency, µM (titrated, usually from 38.3 µM), for inactives: at the highest dose activation, actives largely listed as activators; hit rate 0.064% among 350,000;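 also: potency is read from the fitted curve at half-maximal effect; 100% = response of the positive control SU9516; nearly all actives have a fitted effect of over 60% in size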
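alpha7betagal+/- myoblasts (passage 13, 250/well) treated 48 h at 37C with compounds at 1:260 dilution of DMSO stock. Lysed, then beta-galactosidase activity read as FDG fluorescence (ex 480/em 540) after 30 min, with pre-read for autofluorescence.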
B2AR arrestin: agonists driving beta-arrestin recruitment to human beta2-adrenergic receptor. P07550. beta-arrestin recruitment to beta2AR, cell-based reporter. Potency, µM (series often up to 46.1 µM), without a hit: at the highest dose activation, usual class: activators. hit rate 0.02% among 330,000;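 also: potency is read from the fitted curve at half-maximal effect; 0% = DMSO controls and full agonism = EC100 isoproterenol or metaproterenol; nearly all actives have a fitted effect of over 65% in size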
ASM inhibitor: inhibitors of human secretory acid sphingomyelinase; placental ASM, HMU-PC fluorogenic substrate, 60 min; Potency, µM (titrated, usually from 57.5 µM), without a hit: at the top dose activity change, negative = inhibition, actives largely listed as inhibitors; hit rate 0.006% among 340,000; AID 504937; also: potency is read from the fitted curve at half-maximal effect
Target sequence (P17405 47-631 limits assumed): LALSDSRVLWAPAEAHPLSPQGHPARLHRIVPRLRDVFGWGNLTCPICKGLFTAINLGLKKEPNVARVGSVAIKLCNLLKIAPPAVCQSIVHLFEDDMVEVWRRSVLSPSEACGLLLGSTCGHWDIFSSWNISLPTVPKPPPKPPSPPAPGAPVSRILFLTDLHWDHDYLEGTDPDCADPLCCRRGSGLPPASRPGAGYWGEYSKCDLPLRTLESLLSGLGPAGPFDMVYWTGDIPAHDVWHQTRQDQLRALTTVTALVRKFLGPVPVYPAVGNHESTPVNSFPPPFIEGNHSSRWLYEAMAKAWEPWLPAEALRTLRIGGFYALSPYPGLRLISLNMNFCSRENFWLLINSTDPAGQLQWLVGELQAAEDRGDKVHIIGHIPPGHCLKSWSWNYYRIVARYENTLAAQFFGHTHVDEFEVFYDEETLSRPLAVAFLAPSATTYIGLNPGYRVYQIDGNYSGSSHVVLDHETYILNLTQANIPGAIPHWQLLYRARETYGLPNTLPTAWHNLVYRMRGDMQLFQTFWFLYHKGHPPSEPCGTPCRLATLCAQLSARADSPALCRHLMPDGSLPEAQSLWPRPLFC
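Steps: dispense placental human ASM, pin compound, wait 10 min at room temperature, add HMU-PC0 substrate at 9 uM final, incubate 60 min at 37 °C, add stop solution raising pH to 10, read fluorescence.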
PTAP TSG101 blk: blocks PTAP/TSG101 interaction to inhibit HIV-1 budding | 340,000 tested, under 10 active | Fluorescence polarization, FITC-PTAP peptide / Tsg101 binding | Potency, µM (titrated, usually from 115 µM), for the others: at the highest dose activity change, negative = inhibition, hits mostly inhibitors | Q99816; active = well fitted inhibition curve with a large enough effect in the main read-out, with a control signal flat, not every such curve was filed as active; inconclusive = small, poorly fitted or top-dose-only effect, or effect the other way, or a change in a side signal; inactive = no such curve, though single readings can be large or run the other way; also: potency is read from the fitted curve at half-maximal effect; % of control where 0% means no effect
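FP read-out: FITC-PTAP peptide, 50 nM final, binding Tsg101 binding domain, 10 uM final; 20 min, r.t.; 10 mM HEPES pH 7.5, 0.15 M NaCl, 0.01% Tween 20, 3 mM EDTA, 0.1 mM TCEP.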
TRPV1 agonist: agonists of human vanilloid receptor 1 (TRPV1). TRPV1-expressing cells, Fluo-8 calcium influx, agonist mode. activation, % at 8.33 µM. hit rate 0.19% among 320,000. AID 540275; in the data active = activation above about 80%; inconclusive = between about 30% and that limit; also: 0% is about no effect
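TRPV1-expressing cells were cultured overnight at 35.5C and loaded with Fluo-8 calcium dye for 40 to 90 min at room temperature. After a 10 s baseline, compound was added and calcium influx was read kinetically for 3 min (ex 480/em 520 nm).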
ELG1 genotox: genotoxicity induction in ELG1-luciferase HEK293T cells; Potency, µM (titrated, usually from 46 µM), inactives show at the highest dose activity change, positive = activation, hits mostly activators; AID 504466; HEK293T ELG1-luciferase reporter, luminescence, 16 h; hit rate 1.3% among 330,000; also: potency is read from the fitted curve at half-maximal effect; % of control where 0% means no effect; nearly all actives have a fitted effect of over 60% in size
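HEK293T cells expressing luciferase-tagged ELG1 were exposed to compound or DMSO vehicle for 16 hr at 37 °C and 5% CO2. Luciferase activity was then measured with ONE-Glo after 30 min at room temperature.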
uPA generation: inhibitors of cell surface uPA generation | Potency, µM (doses to about 38.3 µM), for the others: at the highest dose activity change, negative = inhibition, usual class: inhibitors | cell surface uPA generation assay, qHTS | hit rate 0.31% among 330,000; active = well fitted inhibition curve with a large enough effect; inconclusive = small, poorly fitted or top-dose-only effect; inactive = no such curve, though single readings can be large or run the other way; tested in mouse RAW 264.7 cells; also: potency is read from the fitted curve at half-maximal effect; % is scaled to controls: 0 for no effect and ±100 for the full control effect; nearly all actives have a fitted effect of over 55% in size
p53 reactivator: restores transcriptional activity of mutant p53 | H1299 p53-A138V BP100-luciferase reporter, luminescence, 24 h | Potency, µM (titrated, usually from 92.2 µM), inactives show at the top dose activity change, positive = activation, hits mostly activators | hit rate 0.063% among 320,000 | AID 504706; also: potency is read from the fitted curve at half-maximal effect; % of control where 0% means no effect; nearly all actives have a fitted effect of over 45% in size
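p53-null H1299 cells stably carrying temperature-sensitive p53-A138V and a BP100-luciferase reporter were pinned with compounds (4-point, 1:5 series) and held 24 hrs at 37 deg C. Luminescence was read 10 min after detection reagent.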
* marks the source's active call; other numbers are inactive results; ? = inconclusive; nt = no result given; [ ] = remark or other dose. Unless noted, calls follow the shape of the dose curve; as a rule, active = well fitted curve in the direction sought with a large enough effect; inconclusive = small, poorly fitted or top-dose-only effect, or another doubt; inactive = no such curve, though single readings can be large; an effect the other way counts as inactive or inconclusive.

nr	Molecule	USP2a inh	Eya2 phos inh	BRCA1 expr up	Integrin act MD	B2AR arrestin	ASM inhibitor
1	CC(C)Oc1ccc(C2CC(=O)NC2=O)cc1 (stereo unspecified)	2%	-4%	2%	-11%	0.1%	0%
2	Oc1ccc(C23CC4CC(CC(C4)C2)C3)cc1O	2%	2%	15%	-8%	-0.2%	-17%
3	CCCN1C(=O)c2ccc(C(=O)NCc3ccco3)cc2C1=O	0%	-18%	9%	-14%	0.5%	-6%
4	CSc1nnc(C)c(=O)n1COC(=O)COc1ccc(F)cc1	0%	0%	-27%	1%	-0.2%	1%
5	CC1(C)Cc2c(sc3[nH]c(=S)n(Cc4ccccc4)c(=O)c23)CO1	-1%	11%	-43%	-28%	?	-2%
6	CCCC(=O)N1CCN(C2=NS(=O)(=O)c3ccccc32)CC1	0%	-7%	-5%	-12%[7.66 µM]	0.4%	3%
7	COCCCNC(=S)Nc1ccc(N2CCCCC2)cc1	-1%	-14%	?	?	-0.1%	-2%
8	Cc1ccsc1/C=c1\sc2ncnn2c1=O	1%	8%	-41%	-12%	-0.2%	0%
9	O=[N+]([O-])c1cccc(C2=NCCS2)c1	5%	-1%	22%	?	-0.1%	3%
10	CC(C)c1cc(CN2CCN(CCC#N)CC2)cc(C(C)C)c1O	2%	6%	5%	4%	-0.1%	-3%
11	Cc1cccn2c(CN[C@@H]3CCCC[C@H]3c3ccccc3)c(C(=O)N3CCOCC3)nc12	0%	-8%	-4%	-12%	-0.5%	9%
12	CC(SCc1ccccc1)C(=O)Nc1ccc2c(c1)OCO2 (stereo unspecified)	3%	5%	1%	-10%	-1.1%	2%

nr	PTAP TSG101 blk	TRPV1 agonist	ELG1 genotox	uPA generation	p53 reactivator
1	0%	1	1%	0%	?
2	-5%	-1	2%	?	4%
3	-7%	nt	2%	nt	?
4	0%	1	-9%	4%	-1%
5	-1%	-1	-17%	-6%	-7%
6	-1%	1	0%	3%	-1%
7	-3%	6	4%	0%	-4%
8	-2%	1	0%	nt	-2%
9	-5%	-5	1%	0%	11%
10	-7%	nt	0%	3%	-5%
11	-7%	1	-13%	6%	6%
12	-1%	?	4%	-6%	12%

Given with values under each structure: entries from further up
Values run as follows: USP2a inh	Eya2 phos inh	BRCA1 expr up	Integrin act MD	B2AR arrestin	ASM inhibitor	PTAP TSG101 blk	TRPV1 agonist	ELG1 genotox	uPA generation	p53 reactivator
[8] Cc1ccsc1/C=c1\sc2ncnn2c1=O
 : 1%	8%	-41%	-12%	-0.2%	0%	-2%	1	0%	nt	-2%
[9] O=[N+]([O-])c1cccc(C2=NCCS2)c1
 : 5%	-1%	22%	?	-0.1%	3%	-5%	-5	1%	0%	11%

(cont.)
nr	Molecule	USP2a inh	Eya2 phos inh	BRCA1 expr up	Integrin act MD	B2AR arrestin	ASM inhibitor
13	COc1cccc(CN(C)C(=S)Nc2cccc(C)c2)c1	-1%	-24%	1%	-114%[inhibitor]	-0.2%	3%
14	COc1ccccc1NC(=O)c1cc(Cl)ccc1NC(=O)c1ccco1	0%	6%	-32%	22%	0.1%	15%
15	CC(C)(C)c1cc(NS(=O)(=O)c2cccs2)no1	2%	9%	-2%	14%	-1.5%	-1%
16	COc1ccc(NC(=O)c2ccc(NC(=O)C(C)C)cc2)c([N+](=O)[O-])c1	1%	-5%	4%	0%	0.2%	nt
17	Cn1cnc([N+](=O)[O-])c1NCc1ccccc1	-1%	9%	-9%	0%	-0.8%	1%
18	O=c1cc(N2CCC3(CC2)OCCO3)[nH]c(=O)n1C1CCCCC1	1%	6%	25%	8%	0.2%	-2%
19	Cc1ccc2oc(=O)n(CC(=O)O)c2c1	1%	19%	1%	13%	0.2%	7%
20	COc1ccc(NC(=O)CCOc2ccc(C)cc2)cc1S(=O)(=O)N1CCOCC1	2%	-12%	1%	11%	-0.8%	-2%
21	CCCCCNc1c(C(=O)OCC)c(=O)[nH]c2ccccc12	4%	35%[15.4 µM]	-43%	-11%	-0.1%	-3%
22	Cc1ccc(NCN2C(=O)C3CC=C(Cl)CC3C2=O)cc1 (stereo unspecified)	-1%	0%	-13%	20%	0.2%	5%
23	O=C(N/N=C/c1ccccc1OCc1ccccc1)c1cccs1	0%	-7%	1%	1%	0.2%	-8%
24	Cc1cc(N(CC(=O)NC(C)C)S(C)(=O)=O)ccc1Br	1%	0%	-2%	13%	-0.7%	5%

nr	PTAP TSG101 blk	TRPV1 agonist	ELG1 genotox	uPA generation	p53 reactivator
13	-5%	6	-2%	nt	-1%
14	0%	12	1%	-7%	-6%
15	-4%	0	2%	-2%	nt
16	3%	2	5%	2%	4%
17	-3%	-3	2%	2%	2%
18	-5%	-3	2%	1%	15%
19	-5%	-4	4%	5%	4%
20	-6%	0	0%	-4%	-10%
21	-4%	1	-7%	-4%	-3%
22	-4%	-1	-1%	-2%	0%
23	-8%	-4	13%	2%	16%
24	-1%	1	2%	1%	-10%

(cont.)
nr	Molecule	USP2a inh	Eya2 phos inh	BRCA1 expr up	Integrin act MD	B2AR arrestin	ASM inhibitor
25	O=C(O)C1CCCCC1C(=O)NCc1ccccn1 (stereo unspecified)	3%	2%	2%	?	0.2%	3%
26	CCN1C(=O)c2c(C)nc3ccccc3c2C1=O	2%	-17%	2%	12%	0.1%	-3%
27	Cc1cc(C)n(-c2ccc(C(=O)OC(C)C)cc2)n1	-3%	4%	0%	9%	0.0%	-1%
28	O=C(NCCc1ccccc1)c1ccccc1NC(=O)C1CCCCC1C(=O)O (stereo unspecified)	0%	1%	nt	nt	-0.2%	nt
29	CC(C)CCNC(=O)C(c1ccco1)N(CCCO)C(=O)Cn1nnc(-c2ccc(F)cc2)n1 (stereo unspecified)	2%	3%	-27%	35%	0.2%	-1%
30	CC1CCC(NC(=O)C2CCC(CNS(=O)(=O)c3cccc4nsnc34)CC2)CC1 (stereo unspecified)	2%	7%	-10%	6%	0.2%	-7%
31	CCc1ccc(NC(=O)C2CCN(S(=O)(=O)c3cccs3)CC2)cc1	-3%	-10%	-37%	-35%	-1.0%	0%
32	CCCCNc1c(-c2ccc(SC3CCCCC3)cc2)nc2ccccn12	-5%	-17%	?	-20%	-0.3%	494%[activator]
33	CCOc1ccc(S(=O)(=O)NCCC(=O)OCN2C(=O)c3ccccc3C2=O)cc1	-1%	-9%	6%	36%	0.0%	-3%
34	CC(C)NC(=O)c1sc2nc3c(c(-c4cccs4)c2c1N)CN(C)CC3	0%	4%	-14%	4%	0.1%	-3%
35	CC(C)N(Cc1ccccc1)C(=O)c1cnc2n(c1=O)CCS2	2%	-12%	0%	-4%	-0.3%	0%
36	O=C(NNC(=S)NC(=O)c1cccnc1)c1ccc(Cl)cc1	2%	20%	-16%	-21%	0.0%	4%

nr	PTAP TSG101 blk	TRPV1 agonist	ELG1 genotox	uPA generation	p53 reactivator
25	0%	2	0%	2%	9%
26	-4%	1	-5%	nt	9%
27	-9%	4	-1%	1%	9%
28	nt	-1	?	nt	1%
29	1%	5	-1%	4%	-2%
30	-2%	-3	?	2%	-2%
31	-5%	-3	-6%	-6%	3%
32	-4%	?	10µM*	?	21%
33	-4%	1	-1%	-2%	7%
34	-17%	3	-6%	0%	0%
35	-3%	-4	3%	13%	4%
36	-7%	-1	4%	-2%	8%

The list continues.
nr	Molecule	USP2a inh	Eya2 phos inh	BRCA1 expr up	Integrin act MD	B2AR arrestin	ASM inhibitor
37	CCOc1ccc(NC(=O)COC(=O)C2CCC(=O)N2)c([N+](=O)[O-])c1 (stereo unspecified)	1%	-37%	16%	0%	-1.1%	1%
38	Cc1ccc(NC(=O)CCNS(=O)(=O)c2ccc(Br)s2)cc1	-3%	10%	-4%	-29%	0.1%	-3%
39	O=C(COC(=O)c1ccc(O)cc1)Nc1cccc(S(=O)(=O)NC2=NCCCCC2)c1	0%	-4%	6%	-5%	0.1%	-3%
40	Cc1ccc(NC(=O)COC(=O)c2cc(-c3cccs3)nn2-c2ccccc2)cc1[N+](=O)[O-]	-15%	2%	3%	-4%	-0.7%	-3%
41	C/C=C/C=C/C(=O)OCC(=O)Nc1ccc(Cl)cc1	3%	5%	-6%	-22%	0.2%	-2%

nr	PTAP TSG101 blk	TRPV1 agonist	ELG1 genotox	uPA generation	p53 reactivator
37	-11%	3	-3%	?	7%
38	0%	4	-12%	-2%	-5%
39	-7%	-4	0%	5%	-5%
40	-4%	16	0%	0%	-9%
41	0%	10	-10%	6%	-1%

Assay outcomes: PubChem, National Center for Advancing Translational Sciences (NCATS)
